ARNT TACC3 PPI – ARNT/TACC3 interaction disruption; AlphaScreen His-ARNT PAS-B/GST-TACC3 binding, luminescence; TACC3 fragment carries E629A point mutation; inhibition, % at 9.99 µM; hit rate 0.66% among 390,000;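 active means mean inhibition of replicates at least 50% and at least half of replicates each reaching 50%; inconclusive means half or more replicates reach 50% but mean below 50%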;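 further: 0% = complete ARNT plus TACC3 wells and 100% = ARNT alone without TACC3; many hits fall short of the cut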
RAD54 inh – RAD54 (human) branch migration inhibition | Q92698 | RAD54 Holliday junction branch migration, FAM/BHQ fluorescence | inhibition, % at 10.4 µM | hit rate 0.14% among 360,000 | AID 602329;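 active means mean normalized replicate activity at least 40 and at least half of replicates scoring 40 or more; inconclusive means only one of the two criteria met; inactive means mean below 40 and under half of replicates reaching 40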;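 further: 0% = median of neutral control wells and 100% = median of positive control wells; inhibitors cause a drop in the FAM fluorescence signal; in these data hits start at about 50%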
esBAF inh – SWI/SNF esBAF complex inhibition. hit rate 2% among 350,000. mouse ES cells, Bmi1-luciferase knock-in reporter, 24 h; 100% = twice the neutral-well signal. reporter increase, % at 12.5 µM; in the data active means activation above about 40%; inconclusive means no clear call, values can overlap the other calls;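 further: 0% = median of the plate's neutral control wells and 100% = double that signal; a rise in the Bmi1 reporter signal indicates esBAF inhibition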
PglD DTNB – blocks C. jejuni PglD acetyltransferase activity | purified PglD enzyme, DTNB colorimetric CoA detection | inhibition, % at 12.5 µM | hit rate 0.098% among 360,000 | AID 602405; in the data active means inhibition above about 16%, passing the limit was not always enough; inconclusive means no clear call, values can overlap the other calls; further: strong numbers were not always called active
RAD52 inh – RAD52 (human) annealing inhibition | recombinant RAD52 DNA annealing, FRET fluorescence | inhibition, % at 18.7 µM | hit rate 0.46% among 360,000 | AID 651710;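 active means every replicate showing at least 50% inhibition; inconclusive means mean inhibition at least 50% but not in every replicate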
Casp6 inh – blocks human caspase-6 cleavage activity; P55212; purified caspase-6, Z-VEID-R110 cleavage fluorescence; inhibition, % at 12.5 µM; hit rate 0.53% among 350,000; AID 686996;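 active means mean inhibition across replicates at least about 35%, with every replicate also reaching that limit, limit read from the data; inconclusive means only one of the two criteria met; inactive means neither criterion met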;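 further: 0% = median of neutral control wells and 100% = no fluorescence left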
Target sequence (P55212 24-179 limits assumed): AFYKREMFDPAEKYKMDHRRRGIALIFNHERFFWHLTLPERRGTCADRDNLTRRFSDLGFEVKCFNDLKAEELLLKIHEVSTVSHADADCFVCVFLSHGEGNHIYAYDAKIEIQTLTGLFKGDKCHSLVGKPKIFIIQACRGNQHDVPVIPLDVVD
Target sequence (P55212 194-293 limits assumed): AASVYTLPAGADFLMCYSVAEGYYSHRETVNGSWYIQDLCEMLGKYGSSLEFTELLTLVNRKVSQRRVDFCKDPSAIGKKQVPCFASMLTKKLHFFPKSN
ERp5 block – ERp5 (human) disulfide isomerase inhibition | hit rate 0.05% among 350,000 | Q15084 | inhibition, % at 9.99 µM | AID 651711 | ERp5 insulin aggregation, absorbance 650 nm, 90 min;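 active means mean replicate inhibition above about 25%, with every replicate also reaching it, limit read from the data, passing the limit was not always enough; inconclusive means only one of those two criteria met; inactive means neither criterion met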
E-sel inducer – E-selectin induction on HUVECs; P16581; activation, % at 7.58 µM; HUVEC E-selectin immunofluorescence imaging; normalized: neutral wells 0, TNF-alpha wells 100; hit rate 0.37% among 260,000;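 active means mean E-selectin-positive cell signal at least 10% of the positive control, reached in at least 60% of replicates, without over 20% cell loss; inconclusive means no rule given, readout overlaps actives, possibly toxicity-flagged; inactive means the rest, including those meeting only one limit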;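 further: in these data hits start at about 27%; measured in HUVEC primary endothelial cells; signal is the percent of cells scored E-selectin positive by PE staining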
Target sequence (P16581 whole entry, looked up): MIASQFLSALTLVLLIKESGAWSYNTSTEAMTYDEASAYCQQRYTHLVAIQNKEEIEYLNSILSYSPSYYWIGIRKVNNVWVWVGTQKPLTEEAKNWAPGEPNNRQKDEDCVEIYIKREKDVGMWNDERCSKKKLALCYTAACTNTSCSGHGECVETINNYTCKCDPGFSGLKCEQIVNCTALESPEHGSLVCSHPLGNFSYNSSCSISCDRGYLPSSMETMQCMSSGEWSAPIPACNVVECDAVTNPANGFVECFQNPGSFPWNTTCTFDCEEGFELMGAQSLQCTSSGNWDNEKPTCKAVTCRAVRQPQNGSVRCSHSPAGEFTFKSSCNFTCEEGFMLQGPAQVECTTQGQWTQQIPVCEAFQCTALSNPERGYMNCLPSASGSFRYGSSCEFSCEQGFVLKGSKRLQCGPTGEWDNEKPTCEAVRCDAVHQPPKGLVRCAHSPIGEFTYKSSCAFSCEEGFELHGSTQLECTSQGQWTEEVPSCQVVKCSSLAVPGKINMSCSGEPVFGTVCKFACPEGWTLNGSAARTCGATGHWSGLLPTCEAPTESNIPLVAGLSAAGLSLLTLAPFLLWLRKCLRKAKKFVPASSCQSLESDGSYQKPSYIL
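System: HUVEC, human umbilical vein endothelial cells; quantity: 3,000 cells/well; buffer or medium: EGM-2 medium, gelatin-coated wells; dosing: single-point compound dose; detection: immunofluorescence imaging; evaluation: % PE-positive cells; benchmarks: TNF-alpha, DMSO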
* = called active by the depositor; ? = inconclusive; . = not tested or not shown; & = joins results of further samples.

no.	SMILES	ARNT TACC3 PPI	RAD54 inh	esBAF inh	PglD DTNB	RAD52 inh	Casp6 inh	ERp5 block	E-sel inducer
1	COc1cccc(C(O)c2nc(-c3ccc(F)cc3OC)cs2)c1 (centres undefined)	.	6.7	-4.5	0.0	-9.0	1.3	-8.1	-0.2
2	CC(Oc1ccc(-n2cnnn2)cc1)C(=O)O (centres undefined)	-3.4	-3.7	-3.2	-0.4	-8.2	3.7	12.1	.
3	O=C(C[C@@H]1CC[C@@H]2[C@H](COC[C@H](O)CN2Cc2cccc(Cl)c2)O1)N1CCOCC1	18.8	0.0	-5.6	-1.2	-12.0	-0.9	-0.7	-0.1
4	CCCNc1c(NS(=O)(=O)c2c(F)c(F)c(F)c(F)c2F)c(=O)oc2ccccc12	29.2	-13.4	0.1	-0.1	-20.5	4.6	-4.7	1.4
5	CC1CCCCN1C(=O)COC(=O)c1cc([N+](=O)[O-])ccc1N1CCOCC1 (centres undefined)	-1.6	10.9	4.2	-5.7	-4.6	6.0	-1.0	3.5
6	O=C(N[C@H]1CC[C@@H](CCNS(=O)(=O)c2cccc(Cl)c2)O[C@H]1CO)c1ccccc1	-3.3	-0.3	6.3	-1.4	-2.0	2.5	2.2	-2.3
7	Cc1ccc(NC(=O)N(Cc2cccs2)Cc2cc3cc4c(cc3[nH]c2=O)OCO4)cc1	.	.	.	.	-17.4	2.5	1.5	0.0
8	CCOc1cc(S(=O)(=O)NCC2OCCc3ccccc32)c(OCC)cc1-n1cnnn1 (centres undefined)	-2.4	0.2	-10.7	0.8	.	.	.	.
9	CCOC(=O)c1nn(-c2cccc(OC)c2)c2nc(CC)c(C#N)c(=O)n12	-5.0	-1.7	.	4.1	-69.2	3.2	-6.9	.
10	Cc1ccc(S(=O)(=O)Nc2ccc3c(c2)CC(=O)N([C@@H](C)CO)C[C@H](C)[C@H](CN(C)S(=O)(=O)c2cn(C)cn2)O3)cc1	-24.2	-1.7	5.0	-1.7	-4.4	-3.5	4.7	0.7
11	Cc1ccc(C(C)NC(=O)c2ccc3c(c2)OCO3)cc1C (centres undefined)	-4.0	1.7	-9.0	3.4	0.5	-0.1	1.6	-0.3
12	Cc1ccc(-n2c(C)cc(/C=C3\SC(=O)NC3=O)c2C)cc1	-9.3	-2.4	?	-2.9	-24.1	0.0	8.2	0.1
13	Cc1ccc(NC(=O)CSc2ccc(-c3ccccn3)nn2)c(C)c1	25.9	-5.6	-3.7	-2.9	-6.0	-4.1	-1.0	0.4
14	Cc1ccc(-c2nc(-c3ccncc3)no2)c(Cl)c1	-8.1	-0.4	-32.9	4.9	-12.1	-0.9	2.0	0.0
15	COc1ccc(CN(C)C[C@H]2Oc3ccc(NS(=O)(=O)c4cccs4)cc3C(=O)N([C@H](C)CO)C[C@@H]2C)cc1	.	-1.4	-7.0	2.2	14.4	-0.5	-10.6	7.8
16	CC(NC(=O)c1cc(Br)cs1)C1CCCO1 (centres undefined)	-17.3	4.9	-9.1	4.8	-5.3	-3.0	0.2	-0.1
17	O=C(NCc1ccco1)C1CC(c2c(Cl)cccc2Cl)=NO1 (centres undefined)	-0.4	-11.5	12.3	-3.6	-58.8	2.1	1.4	0.0
18	CC(=O)c1cccc(NC(=O)N2CCCC(C(=O)c3cc(F)ccc3F)C2)c1 (centres undefined)	-0.3	.	.	.	-1.6	0.8	-4.4	.
19	CSCCC(NC(=O)c1ccccc1)C(=O)NCCCn1nc(C)cc1C (centres undefined)	-3.9	-2.2	-6.2	-3.1	-1.5	-2.4	5.3	7.4
20	Cc1ccc(C(=O)NC(=S)Nc2ccc(Oc3ccc(Cl)cc3)cc2)cc1	-4.9	0.3	1.8	4.7	.	.	.	.
21	CCCN(C)C[C@@H]1Oc2ncc(C#Cc3ccc(OC)cc3)cc2C(=O)N([C@@H](C)CO)C[C@@H]1C	-4.0	3.3	-1.9	-0.7	-26.8	4.1	23.9	0.1
22	CCN(c1ccccc1)S(=O)(=O)c1ccc(Cl)c(NC(=O)CN2C(=O)NC3(CCCC3)C2=O)c1	-4.4	-6.4	6.7	3.0	-13.7	0.5	1.4	-0.5
23	COc1ccc(-c2ccc(CN3C(CC(C)C)C(=O)N(Cc4cn(CC5CCCCC5)nn4)CCS3(=O)=O)cc2)cc1OC (centres undefined)	.	1.1	10.6	-2.2	5.1	0.9	4.4	-0.1
24	O=C1C(Cl)=C(NS(=O)(=O)c2ccc([N+](=O)[O-])cc2)C(=O)c2ccccc21	18.8	.	.	.	-7.7	18.1	?	.
25	Cc1cccc([N+](=O)[O-])c1C(=O)O	.	-8.5	-3.1	1.0	-7.6	2.9	-4.7	.
26	CCn1ncc(-c2cc(C(=O)O)no2)c1C	-5.4	.	.	.	-30.9	1.9	0.6	.
27	C[C@H]1CN([C@@H](C)CO)C(=O)CCCn2nncc2CO[C@@H]1CN(C)C(=O)c1ccc2ccn(C)c2c1	-7.1	-2.3&7.9	-3.8&-1.6	1.1&2.5	-7.6&-8.9	-4.9&0.0	2.9&-2.4	0.0
28	C/C(=N\NC(=O)c1ccccc1NC(=O)c1ccc(Cl)cc1)c1ccncc1	0.1	.	.	.	-13.5	1.1	-2.4	-0.1
29	Cc1c(CC(=O)N[C@@H](C)C(=O)O)c(=O)oc2cc3oc4c(c3cc12)CCCC4	.	.	.	.	-8.7	22.9	-1.4	2.5
30	COCCN1Cc2cccc(C(=O)N3CCN(c4cc(C)ccc4C)CC3)c2C1=O	-7.1	8.0	-1.8	-0.9	-9.7	2.9	-15.9	.
31	N#Cc1ccccc1NC(=O)CC1c2ccccc2Oc2ccccc21	-10.1	7.5	.	-4.2	-0.2	-0.8	1.1	.
32	O=C(O)C1CSC2(CCN(Cc3ccccc3)CC2)N1 (centres undefined)	1.0	-2.5	-4.6	-1.0	-13.8	-1.6	-2.0	.
33	O=C(NCc1ccccc1Cl)c1ccc(S(=O)(=O)N2CCCC2)cc1	-9.6	5.4	0.5	7.8	-9.4	-2.4	0.7	.
34	CC(=O)c1cc2c(cc1NC(=O)CN(C)S(=O)(=O)c1cccs1)OCO2	-7.5	-6.2	-6.3	5.4	-11.8	-1.3	0.6	-0.1
35	COc1ccc(C#Cc2ccc3c(c2)[C@@H]2[C@@H](CCN2S(=O)(=O)c2ccc(OC)cc2)[C@H](CO)N3C)cc1	-10.8	15.2	-1.1	-1.4	-4.4	0.1	-7.0	1.4
36	O=S(=O)(c1ccc(F)cc1)N1CCCCN2[C@@H](CO)[C@H](c3ccc(C#CC4CC4)cc3)[C@@H]2C1	-1.8	-14.8	1.0	0.2	-24.7	-0.6	0.4	-0.5
37	CN(CC(=O)Nc1c(Cl)cccc1Cl)CC(=O)N(C)C1(C#N)CCCCC1	-3.9	3.5	.	-3.1	-6.2	3.1	-7.1	1.0
38	CC1C(=O)N2CCCc3cc(S(=O)(=O)Nc4ccccc4F)cc1c32 (centres undefined)	-5.6	-9.5	.	-0.8	1.5	-3.2	-2.2	0.9
39	COc1ccc(OC)c(C2=NS(=O)(=O)N(C)C(C(=O)Nc3cccc(C(C)=O)c3)=C2)c1	8.1	7.8	-12.3	-0.2	-40.4	-0.3	5.4	.
40	O=C(Nc1cccs1)Nc1c(F)c(F)cc(F)c1F	3.0	0.7	.	3.4	1.9	-2.4	0.1	4.6

Reprinted from the part before: 2 compounds, followed by the next part.
no.	SMILES	ARNT TACC3 PPI	RAD54 inh	esBAF inh	PglD DTNB	RAD52 inh	Casp6 inh	ERp5 block	E-sel inducer
39	COc1ccc(OC)c(C2=NS(=O)(=O)N(C)C(C(=O)Nc3cccc(C(C)=O)c3)=C2)c1	8.1	7.8	-12.3	-0.2	-40.4	-0.3	5.4	.
40	O=C(Nc1cccs1)Nc1c(F)c(F)cc(F)c1F	3.0	0.7	.	3.4	1.9	-2.4	0.1	4.6
41	CN(CCc1cn[nH]c1)Cc1nc(Cc2ccccc2F)no1	0.9	.	.	.	-17.7	4.0	1.2	.
42	O=C(O)C(=Cc1ccccc1[N+](=O)[O-])c1ccc2c(c1)OCO2	.	.	.	.	-13.1	2.9	-11.5	8.0
43	O=C(Nc1cccc2ccccc12)C(=O)C1C(=O)Nc2ccccc21 (centres undefined)	27.8	-6.4	.	2.6	-10.7	-0.8	-6.9	10.7
44	COc1ccc(Cn2ccnc2CO)cc1[N+](=O)[O-]	-2.9	.	.	.	-1.0	-6.3	1.4	.
45	CCN(c1ccccc1)S(=O)(=O)c1ccc2[nH]c(=O)c(=O)[nH]c2c1	-2.4	-21.1	-3.6	1.8	-17.2	0.8	1.4	.
46	Cc1ccc(CC2S/C(=C(/C#N)C(=O)N3CCOCC3)N(c3ccccc3)C2=O)cc1 (centres undefined)	-4.4	.	-0.6	.	-6.7	0.3	1.4	0.3
47	Cc1c(C2(O)CCCCC2)[nH]c2ccc(C#N)cc12	-2.1	0.1	-0.5	1.0	.	.	.	0.3
48	O=C(CN1CCN(S(=O)(=O)c2cccs2)CC1)N1CCCCC1	1.8	5.4	.	-0.3	-3.6	2.2	-1.2	.
49	CCS(=O)(=O)c1ccc2c(c1)N(S(=O)(=O)c1ccccc1)CC(C(=O)O)O2 (centres undefined)	-6.6	-0.6	-6.1	1.0	.	.	.	.
50	O=C(CCn1cnnn1)Nc1ccc(Cl)c(Cl)c1	-3.5	-5.7	.	1.3	-5.9	-1.8	4.5	.
51	COc1cc(Cl)ccc1OCc1cc(C(=O)N2C[C@H]3CC[C@H]2C3)no1	-2.8	14.6	63.4*	3.5	-3.5	2.1	-1.7	-0.2
52	C#CCNC(=O)C1=C[C@H](C(C)(C)C)C[C@H](OCc2ccc(CO)cc2)O1	4.8	-3.4	5.8	-2.1	-8.1	-2.5	4.4	0.0
53	O=C1C=C(c2cccc3c2Oc2ccccc2S3)C[C@@H](c2ccc(Cl)cc2)C1	-1.7	-4.7	-4.9	-2.2	13.9	0.4	1.2	-0.1
54	COc1cccc(C(=O)Nc2ccc3c(c2)C(=O)N(C)C[C@@H](OC)[C@H](C)CN(CC2CC2)[C@H](C)CO3)c1	-4.7	6.8	33.0	1.1	-4.5	2.3	1.5	-0.2
55	C[N+]12CCCCC1C(COC(=O)c1ccc3c(c1)OCO3)CCC2 (centres undefined)	2.7&-14.0	12.2&6.4	0.8&-3.8	0.0&5.8	5.0	-17.3	2.7	.
56	O=c1c(Oc2ccccc2Br)c(C(F)(F)F)oc2c(CN3CCCC3)c(O)ccc12	-2.1	-7.8	-5.3	1.9	.	.	.	.
57	CCOC(=O)C1=NN(c2ccc(C)cc2)C2(S1)SC(C(C)=O)=C(C)N2c1ccccc1 (centres undefined)	-10.2	6.8	0.3	-0.4	.	.	.	.
58	CCn1c(SCC(=O)NNC(=O)c2ccc(OC)cc2)nnc1-c1ccco1	-2.8	.	.	.	-6.8	0.4	-6.0	.
59	CCN(CC(=O)Nc1c(F)cccc1F)C(=O)c1cccc(-n2cnnn2)c1	-3.5	-9.5	.	4.7	2.5	1.6	-0.3	1.1
60	COCc1c(C(N)=O)nnn1-c1nonc1N	-8.4	-7.8	3.3	-0.5	.	.	.	.
61	CN(C)c1cccc(NC(=O)C2Cc3c(-c4ccccc4Oc4ccccc4)ccnc3O2)c1 (centres undefined)	.	1.2	.	1.0	4.7	2.3	0.4	-5.2
62	CCOc1ccc(OC(=O)c2ccc3c(=O)n4c(nc3c2)CCC4)cc1	-3.6	-3.2	-4.0	-3.4	.	.	.	.
63	Cn1c(SCC(=O)NCc2ccc3c(c2)OCO3)nc2c(c1=O)SCC2	0.5	4.2	-1.7	-0.1	-1.6	-0.8	-1.2	.

Screening data (PubChem BioAssay)
